Assay outcomes deposited in PubChem BioAssay by several laboratories.
Yfh1-depleted yeast: mitochondrial function rescue without frataxin homolog – Friedreich's ataxia, plus single-dose screen, dose response (AID 1465); fold induction at 50 µM; hits with a dose series show EC50 in µM; actives 0.074% (n = 220,000); S. cerevisiae Yfh1-off respiration, WST-1 reduction, 72 h; higher fold induction means a stronger effect;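 active = fold induction of absorbance versus untreated yeast above a set limit, then at least 30% activation at any dose in follow-up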;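 note: activators that raise dye reduction in frataxin-depleted yeast; strong numbers were not always called active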
AID2073: disruptors of CaV2.2 binding to Mint1 – biochemical, HTRF (AID 2073); HTRF protein-protein interaction, Mint1-CaV2.2; higher % means a stronger effect; one-dose inhibition, % at 20 µM; IC50 in µM for titrated hits; actives 0.19% (n = 290,000); in the data active = inhibition mostly above about 51%, no sharp cut-off; note: some results filed as inactive read as strong as hits
NS5 inhibitors: flavivirus cap methylation enzyme inhibition – biochemical, confirmation dose response, primary screen (AID 588689) | Dengue-2 NS5 methyltransferase capping enzyme assay, biochemical; higher % means a stronger effect | inhibition, % at 25 µM, or IC50 in µM where a hit was titrated | actives 0.3% (n = 340,000); in the data active = a potency from the dose series
GPR55 antagonists: GPR55 antagonists blocking LPI-driven arrestin recruitment, primary screen, imaging, U2OS, beta-arrestin-GFP, LPI agonist (AID 2013) | actives 0.13% (n = 290,000) | U2OS GPR55 beta-arrestin-GFP translocation imaging, LPI antagonism; higher % means a stronger effect | inhibition, % at 10 µM; hits with a dose series show IC50 in µM;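 active = spots per cell inhibited over 60%, with over 100 cells counted and total cytoplasm intensity under 500,000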;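 note: U2OS cells stably carrying GPR55 and arrestin-GFP stimulated by 5 µM LPI near EC80; imaged beta-arrestin-GFP aggregate spots per cell after agonist stimulation; plate controls were LPI-stimulated DMSO wells for no effect and DMSO wells without LPI for full effect; some results filed as inactive read as strong as hits; confirmed hits need IC50 under 10 µM and bright autofluorescent wells are also inconclusive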
MgcRacGAP inhibition: MgcRacGAP GTPase-activating activity inhibitors, confirmation, biochemical, ADP Hunter fluorescence; actives 0.6% (n = 340,000); one-dose inhibition, % at 30 µM; IC50 in µM for titrated hits; MgcRacGAP-stimulated Rac1 GTP hydrolysis, ADP Hunter fluorescence; higher % means a stronger effect; GST-tagged Rac1 F28L mutant substrate; AID 624330;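 active = first-screen hits whose inhibition reached a set limit at any dose in the follow-up dose series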;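 note: fluorescence reports GDP produced by GAP-driven GTP hydrolysis; strong numbers were not always called active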
GPR35 arrestin U2OS: inhibition of zaprinast-stimulated GPR35 beta-arrestin translocation – imaging, U2OS, beta-arrestin-GFP, zaprinast agonist, primary screen (AID 2058) | U2OS GPR35 beta-arrestin-GFP translocation imaging, zaprinast antagonism; higher % means a stronger effect | inhibition, % at 10 µM; hits with a dose series show IC50 in µM | actives 0.052% (n = 290,000);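 active = inhibition of at least 50% with at least 30 cells and total cytoplasm GFP at most 10,000,000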
GPR55 activation: selective activators of receptor GPR55 – imaging, U2OS cells, beta-arrestin-GFP redistribution, primary screen (AID 1961); activation, % at 10 µM; hits with a dose series show EC50 in µM; actives 0.048% (n = 290,000); U2OS GPR55 beta-arrestin-GFP redistribution imaging; higher % means a stronger effect;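 active = activation above 40% with more than 50 cells counted in the well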;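 note: U2OS osteosarcoma cells stably expressing GPR55 and beta-arrestin-GFP; plate controls were DMSO negative control for no effect and LPI positive control for full effect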
NTR1 ag: NTR1-driven beta-arrestin-GFP spot formation – imaging, U2OS cells, high content, primary screen (AID 493036). P30989. agonist mode. activation, % at 20 µM. actives 0.17% (n = 330,000);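 active = activation at or above 40% of the spot to cytoplasm intensity ratio, with at least 20 cells analyzed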;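 note: 0% = DMSO without peptide and 100% = 100 nM NTR1 peptide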
Target sequence (P30989 whole entry, looked up): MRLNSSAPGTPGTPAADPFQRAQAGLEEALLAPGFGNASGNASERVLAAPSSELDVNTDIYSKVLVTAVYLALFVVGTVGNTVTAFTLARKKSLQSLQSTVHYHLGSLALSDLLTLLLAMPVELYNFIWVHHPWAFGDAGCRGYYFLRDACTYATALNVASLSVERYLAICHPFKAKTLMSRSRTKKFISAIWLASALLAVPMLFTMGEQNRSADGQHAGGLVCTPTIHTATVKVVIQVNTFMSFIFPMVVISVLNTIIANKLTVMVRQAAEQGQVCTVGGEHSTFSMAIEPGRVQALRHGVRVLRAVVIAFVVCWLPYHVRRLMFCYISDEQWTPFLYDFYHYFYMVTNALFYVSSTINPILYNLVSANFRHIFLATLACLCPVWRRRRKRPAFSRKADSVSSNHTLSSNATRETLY
SV40 large T antigen: TAg ATPase/helicase activity blockers – biochemical (AID 1903). actives 0.39% (n = 310,000). SV40 large T antigen ATPase/helicase inhibition assay; higher % means a stronger effect. inhibition, % at 20 µM, or IC50 in µM where a hit was titrated; in the data active = a potency from the dose series; note: strong numbers were not always called active
NTR1 ag cell count 20 µM: further read-out of NTR1 ag, marked with its call; cell count; measured here: cell count, cytotoxicity flag
NS5 inhibitors pilot replicate: second read-out of NS5 inhibitors, no call of its own (marks repeat the call); inhibition, %; measured here: pilot screen replicate inhibition
Numbers without * were called inactive.

What do the screens show for `COc1ccccc1NC(=O)C(C)NS(=O)(=O)c1ccccc1` (stereo unspecified)?
Yfh1-depleted yeast: inactive; AID2073: -2.3%; NS5 inhibitors: 1.1%; GPR55 antagonists: 0.5%; MgcRacGAP inhibition: 8.3%; GPR35 arrestin U2OS: 13.2%; GPR55 activation: -0.2%; NTR1 ag: 0.1; SV40 large T antigen: 15.8%; NTR1 ag cell count 20 µM: 40

How did Fc1ccc(-c2cn3ccccc3n2)cc1 do in these assays?
AID2073: 8.6%; NS5 inhibitors: 4.2%; GPR55 antagonists: -11.3%; MgcRacGAP inhibition: 14.8%; GPR35 arrestin U2OS: 5.1%; GPR55 activation: -0.2%; NTR1 ag: 0.9; SV40 large T antigen: 0.6%; NTR1 ag cell count 20 µM: 63

What do the screens show for `COc1ccccc1N(C)S(=O)(=O)c1ccc(C(=O)N2CCCc3ccccc32)cc1`?
AID2073: -1.9%; NS5 inhibitors: -10.0%; GPR55 antagonists: -2.2%; MgcRacGAP inhibition: 5.7%; GPR35 arrestin U2OS: -14.9%; GPR55 activation: -0.1%; NTR1 ag: 2.4; SV40 large T antigen: -2.7%; NTR1 ag cell count 20 µM: 61

Results for O=C(c1cccnc1)N1CCC(Oc2ccc(C(=O)N3CCCC(O)C3)cc2)CC1 (stereo unspecified) ?
Yfh1-depleted yeast: inactive; AID2073: 4.9%; NS5 inhibitors: 0.0%; GPR55 antagonists: 16.6%; MgcRacGAP inhibition: -0.4%; GPR35 arrestin U2OS: -15.4%; GPR55 activation: 0.3%; NTR1 ag: 1.8; SV40 large T antigen: -5.9%; NTR1 ag cell count 20 µM: 40

Results for Cc1ccc2c(c1)[nH]c1c(=O)n(CCC3=CCCCC3)cnc12 ?
Yfh1-depleted yeast: inactive; AID2073: 3.1%; GPR55 antagonists: -11.3%; GPR35 arrestin U2OS: -4.9%; GPR55 activation: -0.1%; SV40 large T antigen: 1.1%

How did CC(C)(C)c1ccc(/C=C/C(=O)NCCCn2ccnc2)cc1 do in these assays?
AID2073: 6.5%; NS5 inhibitors: -0.7%; GPR55 antagonists: 3.3%; GPR35 arrestin U2OS: -8.4%; GPR55 activation: -0.1%; NTR1 ag: -1.2; SV40 large T antigen: 3.4%; NTR1 ag cell count 20 µM: 41

What do the screens show for `O=C(COC(=O)/C=C/c1ccc(Cl)cc1)NCCC1=CCCCC1`?
Yfh1-depleted yeast: inactive; AID2073: -2.2%; NS5 inhibitors: 3.9%; GPR55 antagonists: -3.0%; MgcRacGAP inhibition: 5.1%; GPR35 arrestin U2OS: -4.4%; GPR55 activation: -0.1%; NTR1 ag: 5.6; SV40 large T antigen: -2.6%; NTR1 ag cell count 20 µM: 58

What do the screens show for `CN(C)/C=C/C(=O)c1cnc(-c2ccc(Cl)cc2)s1`?
Yfh1-depleted yeast: inactive; AID2073: 14.9%; GPR55 antagonists: -11.9%; GPR35 arrestin U2OS: -12.4%; GPR55 activation: -0.3%; NTR1 ag: 1.0; SV40 large T antigen: 4.7%; NTR1 ag cell count 20 µM: 41

How did CC(C)[C@H](NC(=O)C1CCN(S(=O)(=O)c2ccccc2)CC1)C(=O)NCc1ccco1 do in these assays?
AID2073: 12.1%; NS5 inhibitors: -1.8%; GPR55 antagonists: -3.7%; MgcRacGAP inhibition: 10.2%; GPR35 arrestin U2OS: 1.0%; GPR55 activation: -0.1%; NTR1 ag: 0.1; SV40 large T antigen: 7.2%; NTR1 ag cell count 20 µM: 70

How did CCOc1ccc(NC(=O)CCS(=O)(=O)c2cccc3nsnc23)cc1 do in these assays?
Yfh1-depleted yeast: inactive; AID2073: -7.7%; NS5 inhibitors: -4.9%; GPR55 antagonists: 2.6%; MgcRacGAP inhibition: 6.7%; GPR35 arrestin U2OS: -3.9%; GPR55 activation: -0.1%; NTR1 ag: -0.5; SV40 large T antigen: -2.3%; NTR1 ag cell count 20 µM: 78

Results for Cc1ccc(NS(=O)(=O)c2cccc(C(=O)NN3CCOCC3)c2)cc1 ?
Yfh1-depleted yeast: inactive; AID2073: 40.3%; GPR55 antagonists: -10.2%; GPR35 arrestin U2OS: -14.9%; GPR55 activation: -0.1%; NTR1 ag: 2.3; SV40 large T antigen: 8.2%; NTR1 ag cell count 20 µM: 21

Results for NC(=O)Cn1c(O)c(N=NC(=O)CNC(=O)/C=C/c2ccccc2)c2ccccc21 ?
AID2073: 6.3%; NS5 inhibitors: 3.9%; GPR55 antagonists: 0.3%; MgcRacGAP inhibition: 7.0%; GPR35 arrestin U2OS: 4.4%; GPR55 activation: -0.2%; NTR1 ag: 3.0; SV40 large T antigen: 12.4%; NTR1 ag cell count 20 µM: 57

Results for O=C(/C=C/c1ccccc1)c1ccccc1 ?
Yfh1-depleted yeast: inactive; AID2073: -4.0%; NS5 inhibitors: 5.2%; GPR55 antagonists: 13.3%; MgcRacGAP inhibition: 2.0%; GPR35 arrestin U2OS: 6.0%; GPR55 activation: 2.7%; NTR1 ag: 6.5; SV40 large T antigen: 10.5%; NTR1 ag cell count 20 µM: 56

What do the screens show for `Cc1ccc(NC(=S)NC(=O)C2CCC2)cc1C`?
AID2073: 23.7%; NS5 inhibitors: 0.3%; GPR55 antagonists: -4.8%; MgcRacGAP inhibition: 3.2%; GPR35 arrestin U2OS: -6.5%; GPR55 activation: 0.3%; NTR1 ag: 3.5; SV40 large T antigen: 13.7%; NTR1 ag cell count 20 µM: 67

Results for C=CCOc1nc(-c2ccncc2)nc2ccccc12 ?
Yfh1-depleted yeast: inactive; AID2073: 14.9%; NS5 inhibitors: 0.0%; GPR55 antagonists: -8.6%; MgcRacGAP inhibition: 8.8%; GPR35 arrestin U2OS: -0.4%; GPR55 activation: -0.2%; NTR1 ag: 1.2; SV40 large T antigen: 0.3%; NTR1 ag cell count 20 µM: 41

How did Cc1ccccc1OCc1nc2ccc(S(=O)(=O)N3CCOCC3)cc2[nH]1 do in these assays?
Yfh1-depleted yeast: inactive; AID2073: 40.4%; NS5 inhibitors: -17.6%; GPR55 antagonists: -7.9%; MgcRacGAP inhibition: 12.3%; GPR35 arrestin U2OS: 0.6%; GPR55 activation: -0.2%; NTR1 ag: -1.4; SV40 large T antigen: 6.4%; NTR1 ag cell count 20 µM: 57; NS5 inhibitors pilot replicate: 4.2

What do the screens show for `COc1ccc(OC(=O)/C=C/c2ccc([N+](=O)[O-])cc2)cc1`?
AID2073: 7.5%; NS5 inhibitors: -5.3%; GPR55 antagonists: 0.4%; MgcRacGAP inhibition: 12.3%; GPR35 arrestin U2OS: 6.7%; GPR55 activation: 0.0%; NTR1 ag: 2.6; SV40 large T antigen: 4.1%; NTR1 ag cell count 20 µM: 55

Results for CCCCNC(=O)COn1nnc2ccc(S(=O)(=O)N3CCOCC3)cc21 ?
NS5 inhibitors: 0.0%; MgcRacGAP inhibition: 4.0%; NTR1 ag: -0.2; SV40 large T antigen: 11.0%; NTR1 ag cell count 20 µM: 61

What do the screens show for `Cc1ccc(-c2c(C(=O)NCc3ccccc3)oc(=O)c3ccccc23)cc1`?
Yfh1-depleted yeast: inactive; AID2073: -5.1%; NS5 inhibitors: -2.2%; GPR55 antagonists: 5.7%; MgcRacGAP inhibition: 10.0%; GPR35 arrestin U2OS: 1.8%; GPR55 activation: 0.5%; NTR1 ag: 2.8; SV40 large T antigen: -3.9%; NTR1 ag cell count 20 µM: 45

What do the screens show for `COC(=O)CSc1nc(NCC(C)C)nc(N2CCOCC2)n1`?
Yfh1-depleted yeast: inactive; AID2073: 7.0%; NS5 inhibitors: 0.7%; GPR55 antagonists: -2.9%; MgcRacGAP inhibition: 2.9%; GPR35 arrestin U2OS: -7.6%; GPR55 activation: 0.0%; NTR1 ag: -0.8; SV40 large T antigen: 7.7%; NTR1 ag cell count 20 µM: 59

Results for Clc1cccc2sc(N3CCCCC3)nc12 ?
Yfh1-depleted yeast: inactive; AID2073: 25.8%; NS5 inhibitors: -4.0%; GPR55 antagonists: 5.4%; MgcRacGAP inhibition: 5.2%; GPR35 arrestin U2OS: 11.6%; GPR55 activation: -0.1%; NTR1 ag: -0.3; SV40 large T antigen: 5.0%; NTR1 ag cell count 20 µM: 78

How did Cc1c(NC(=O)CCc2ccccc2)cccc1[N+](=O)[O-] do in these assays?
Yfh1-depleted yeast: inactive; AID2073: -6.3%; NS5 inhibitors: 0.8%; GPR55 antagonists: -14.3%; MgcRacGAP inhibition: 4.3%; GPR35 arrestin U2OS: 9.8%; GPR55 activation: 0.1%; NTR1 ag: 0.2; SV40 large T antigen: 2.6%; NTR1 ag cell count 20 µM: 35

What do the screens show for `CC(C)(C)c1ccc(C(=O)NC2CCN(Cc3ccccc3)CC2)cc1`?
AID2073: -8.0%; NS5 inhibitors: -14.4%; GPR55 antagonists: 11.0%; MgcRacGAP inhibition: 1.7%; GPR35 arrestin U2OS: -15.8%; GPR55 activation: 0.4%; NTR1 ag: 1.8; SV40 large T antigen: 7.7%; NTR1 ag cell count 20 µM: 69

Results for COc1cnc(-c2ccccn2)nc1Sc1ccccc1Cl ?
Yfh1-depleted yeast: inactive; AID2073: -0.4%; NS5 inhibitors: -2.0%; GPR55 antagonists: 1.6%; MgcRacGAP inhibition: 6.6%; GPR35 arrestin U2OS: 2.0%; GPR55 activation: 0.0%; NTR1 ag: 1.7; SV40 large T antigen: 3.6%; NTR1 ag cell count 20 µM: 79; NS5 inhibitors pilot replicate: 1.5

How did COCCN1CCN(C(=O)c2ccc3oc(CCc4ccccc4)nc3c2)CC1 do in these assays?
AID2073: 0.7%; NS5 inhibitors: -9.8%; GPR55 antagonists: 6.0%; MgcRacGAP inhibition: 4.7%; GPR35 arrestin U2OS: 4.2%; GPR55 activation: -0.1%; NTR1 ag: 1.2; SV40 large T antigen: 21.4%; NTR1 ag cell count 20 µM: 55

What do the screens show for `O=C(NCCc1ccccc1F)C1CC(=O)N(c2ccccc2)C1` (stereo unspecified)?
AID2073: 0.6%; NS5 inhibitors: -4.6%; GPR55 antagonists: 17.2%; MgcRacGAP inhibition: 8.0%; GPR35 arrestin U2OS: 6.5%; GPR55 activation: -0.1%; NTR1 ag: 0.4; SV40 large T antigen: 19.3%; NTR1 ag cell count 20 µM: 71

What do the screens show for `COc1ccc(Cl)cc1-n1c(=S)sc2c(=O)[nH]c(SCC(=O)C(C)(C)C)nc21`?
AID2073: 7.0%; NS5 inhibitors: 18.2%; GPR55 antagonists: 4.5%; MgcRacGAP inhibition: 13.3%; GPR35 arrestin U2OS: -4.3%; GPR55 activation: 0.0%; NTR1 ag: 2.1; SV40 large T antigen: 18.0%; NTR1 ag cell count 20 µM: 86
